KB-V1 cytotox: KB-V1 MDR subline cytotoxicity. 3.4% of 400,000 active. KB-V1 MDR cells viability, CellTiter-Glo, 72 h. Potency, µM (top dose mostly 46.1 µM), for inactives: at the highest dose activity change, negative = cytotoxicity, most hits filed as cytotoxic; note: potency is the fitted concentration of half-maximal effect; % is set by controls: 0 for no effect and ±100 for the full control effect; nearly all actives have a fitted effect of over 60% in size
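KB-V1 cells (P-gp-expressing MDR subline of KB-3-1) in phenol-red-free DMEM with 10% FBS were exposed to library compounds over a concentration series for 72 h at 37 degrees C. Viability read by CellTiter-Glo luminescence; concentration-effect curves fitted after normalization.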
HT1080 IDH1KD tx: HT-1080 IDH1 knockdown cell toxicity (counter line); HT-1080 IDH1 knockdown viability, ATP luminescence, 48 h; Potency, µM (doses to about 46.1 µM), without a hit: at the highest dose activity, negative = toxicity, most hits filed as cytotoxic; 2% of 360,000 active; AID 686971;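 note: potency is the fitted concentration of half-maximal effect; 0% = DMSO wells and -100% = cell-free medium wells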
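Assay cells: HT-1080 with IDH1 knockdown, 750 per well, RPMI/5% FBS. Exposure: 48 h at 37 °C following 2 h pre-incubation. Read: CellTiter-Glo luminescence; fitted concentration-response, curve class assigned.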
HT1080NT lethal: kills 2HG-producing HT-1080-NT fibrosarcoma cells | Potency, µM (titrated, usually from 46.1 µM), inactives show top-dose activity, negative = less viability, actives largely listed as cytotoxic | 1.6% of 360,000 active | HT-1080-NT fibrosarcoma viability, CellTiter-Glo ATP luminescence, 48 h;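 note: NT is the 2HG producing partner of a matched IDH1 knockdown line; potency is the fitted concentration of half-maximal effect; 0% = DMSO-treated cells and -100% = media-only wells without cells; nearly all actives have a fitted effect of over 55% in size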
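Viability by CellTiter-Glo luminescence after 48 h compound exposure at 37C of HT-1080-NT cells (750/well, RPMI, 5% FBS). % activity scaled between DMSO wells and medium-only wells, then curve-fitted and categorized by curve class.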
DRD3 agonist: D3 dopamine receptor (human) agonism. P35462. D3R DiscoveRx beta-arrestin cells, luminescence, 90 min. max activation, %. 0.58% of 410,000 active. AID 652048; in the data active = max activation above about 30%; note: 0% is about no effect; mostly tested at two doses, the higher about 12 µM
Target sequence (P35462 whole entry, looked up): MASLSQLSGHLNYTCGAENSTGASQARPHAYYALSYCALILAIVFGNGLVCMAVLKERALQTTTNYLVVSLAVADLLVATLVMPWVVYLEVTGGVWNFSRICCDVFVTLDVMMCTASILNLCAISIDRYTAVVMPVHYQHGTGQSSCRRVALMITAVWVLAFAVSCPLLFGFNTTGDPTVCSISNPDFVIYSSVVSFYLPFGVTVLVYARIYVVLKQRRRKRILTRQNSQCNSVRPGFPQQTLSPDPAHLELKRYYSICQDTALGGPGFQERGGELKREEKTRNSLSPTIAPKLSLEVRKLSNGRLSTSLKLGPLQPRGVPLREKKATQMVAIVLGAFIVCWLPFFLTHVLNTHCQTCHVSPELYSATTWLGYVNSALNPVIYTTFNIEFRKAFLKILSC
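Cells at 1500/well, incubated overnight, then treated with pinned compounds (dopamine as control) for 90 min at 37 degrees C. DiscoveRx reagent added for 30 - 60 minutes at room temperature; luminescence read.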
GLP1R cytotox: cytotoxic in the GLP-1 receptor inverse agonist counter-screen; HEK293 cAMP-luciferase reporter cells, luminescence, 24 h; Potency, µM (doses to about 38.3 µM), inactives show at the top dose activity change, negative = inhibition, actives largely listed as inhibitors; 0.13% of 410,000 active;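 note: loss of luciferase light is scored as toxicity; potency is the fitted concentration of half-maximal effect; % is set by controls: 0 for no effect and ±100 for the full control effect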
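To flag toxic compounds, the library was rerun on cells for 24 hr at 37 deg C and 5% CO2. Viability-linked luminescence was captured 12 min after adding luciferase detection reagent.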
SW480 rerep: induces DNA re-replication in SW480 colon adenocarcinoma cells | AID 624297 | Potency, µM (doses to about 46.1 µM), for inactives: at the highest dose re-replication activation, hits mostly activators | SW480 DNA re-replication, Hoechst DNA content imaging, 48 h | 1.8% of 340,000 active; note: potency is the fitted concentration of half-maximal effect; % of control where 0% means no effect; nearly all actives have a fitted effect of over 55% in size
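Quantitative HTS format with DMSO vehicle controls; 48 hr drug incubation at 37 C, then 40 min Hoechst staining and scanning imager measurement at 405 nm excitation.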
IL1B secr inh: inflammasome signaling inhibition, IL-1 beta readout; THP-1 LPS/ATP IL-1B secretion, AlphaLISA, 16 h; active compounds read low; 4.7% of 360,000 active; activity change, % at 57.5 µM; in the data active = activity change below about -50%; inconclusive = mostly about -30% to -49%; note: % is set by controls: 0 for no effect and ±100 for the full control effect
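Secreted IL-1B measured by AlphaLISA bead assay after 16 h compound exposure of THP-1 cells; compounds (final up to 57.5 uM) added 1 h before LPS (250 ng/mL) and ATP (1.25 mM) stimulation; lower signal means less secretion.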
KB-3-1 tox: kills parental KB-3-1 adenocarcinoma cells | KB-3-1 viability, CellTiter-Glo ATP luminescence, 72 h | Potency, µM (top dose mostly 46.1 µM), inactives show top-dose activity change, negative = cytotoxic, actives largely listed as cytotoxic | 1.4% of 400,000 active | AID 1347075; note: potency is the fitted concentration of half-maximal effect; % is set by controls: 0 for no effect and ±100 for the full control effect; nearly all actives have a fitted effect of over 60% in size
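Using CellTiter-Glo luminescence, growth of non-resistant KB-3-1 adenocarcinoma cells is assessed 72 h after pin-tool compound addition at 37 °C. Normalized responses across the concentration series yield fitted curves.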
MCF10A rereplic: induces DNA re-replication in MCF 10a normal breast cells; 2.9% of 350,000 active; MCF 10A DNA re-replication, Hoechst nuclear intensity, 48 h; Potency, µM (highest dose often 46.1 µM), for inactives: at the highest dose activity, positive = re-replication, most hits filed as activators; note: potency is the fitted concentration of half-maximal effect; % of control where 0% means no effect; nearly all actives have a fitted effect of over 50% in size
* marks the source's active call; other numbers are inactive results; ? = inconclusive; . = not tested or not shown; [ ] = remark or other dose. Unless noted, calls come from the whole dose curve; as a rule, active = well fitted curve in the direction sought with a large enough effect; inconclusive = small, poorly fitted or top-dose-only effect, or another doubt; inactive = no such curve, though single readings can be large; an effect the other way counts as inactive or inconclusive.

SMILES | KB-V1 cytotox | HT1080 IDH1KD tx | HT1080NT lethal | DRD3 agonist | GLP1R cytotox | SW480 rerep | IL1B secr inh | KB-3-1 tox | MCF10A rereplic
O=C(CSc1nc2[nH]ncc2c(=O)[nH]1)Nc1ccc(Cl)cc1 | 15% | -16% | -5% | 6 | 8% | -241%[inhibitor] | -7 | 0% | 4%
Cc1c(NC(=O)c2ccc(Cl)s2)c(=O)n(-c2ccccc2)n1C | 3% | 1% | 10% | -4 | -1% | -1% | 6 | 8% | 7%
CCOC(=O)c1c(NC(=O)COC)sc2c1CCCC2 | -19% | 2% | 6% | 1 | -4% | 0% | 15 | 5% | 11%
CCN(CC(=O)Nc1c(F)cccc1F)C(=O)c1cccc(-n2cccc2)c1 | -20% | 6% | -1% | 10 | 2% | 4% | -14 | -8% | 4%
COc1cc(S(=O)(=O)Nc2ccc3cn[nH]c3c2)ccc1Cl | 4% | -19% | -1% | -3 | -1% | -4% | -1 | -1% | 10%
Cn1ncc(N=Cc2ccccc2[N+](=O)[O-])c1C(N)=O | ? | 11% | 17% | 2 | 14% | -16% | 34 | 12% | 10%
CCCSc1nnc(-c2ccccc2N)c(=O)[nH]1 | 7% | -1% | 6% | -10 | -6% | -11% | 22 | 1% | -4%
CCOC(=O)N1CCC(NS(=O)(=O)c2ccc(C#N)cc2)CC1 | -10% | -1% | -4% | 10 | -10% | 0% | 7 | -2% | 0%
Cc1cc(C(=O)COc2ccccc2C(N)=O)c(C)n1C1CC1 | -8% | 3% | 5% | 2 | -22% | -8% | -6 | 5% | 0.58µM*
CCc1nc2ccc(C(=O)N3CCN(C(=O)c4ccco4)CC3)cn2c1N(C)Cc1nccn1C | 0% | 5% | 1% | 7 | 3% | . | 0 | 0% | .
C=CCSc1nnc(NC(=O)c2ccc(S(=O)(=O)NCC3CCCO3)cc2)s1 (stereo not drawn) | ? | ? | -5% | 1 | -1% | -2% | 16 | -3% | ?
Cc1c(NC(=O)C2CCN(S(=O)(=O)c3cccs3)CC2)c(=O)n(-c2ccccc2)n1C | 5% | -1% | -11% | 3 | -5% | -8% | 0 | 11% | -3%
Cc1cnc2c(N)cc(C)c(C)c2c1 | 2% | -14% | -2% | 2 | 3% | . | ? | -28% | .
O=C(Nc1nnc(C23CC4CC(CC(C4)C2)C3)s1)c1ccc(N2C(=O)CCC2=O)cc1 | -18% | -4% | 2% | -7 | 0% | -8% | 5 | 14% | 16%
CS(=O)(=O)N(CC(=O)Nc1ccc(CC#N)cc1)c1ccc(C23CC4CC(CC(C4)C2)C3)cc1 | ? | 10µM* | ? | -1 | -14% | 0% | ? | -16% | ?
CCOCCc1nnc(NC(=O)CCc2ccccc2)s1 | 11% | -1% | -1% | 5 | -17% | 0% | 13 | 1% | -3%
CCc1ccc(-c2cc(C)no2)cc1S(=O)(=O)N1CCN(c2ccc(F)cc2)CC1 | 12µM* | -23% | -10% | -7 | -6% | ? | 13 | ? | 23%
COc1ccc(/C=C2/C(=O)N(Cc3ccccc3)N=C2C)cc1 | 0% | -21% | 6% | -3 | -8% | -2% | 0 | 5% | ?
CC(C)OCCCNC(=O)Cn1nc(-c2ccccc2)ccc1=O | 1% | 12% | 0% | -8 | 21% | ? | -16 | 9% | 2%
CCOCCCN1C(=O)CN(C2CCC(C)CC2)C(=O)C1c1ccc(C)cc1 (stereo not drawn) | ? | -12% | -6% | -2 | -2% | 0% | -11 | 9% | -2%
COc1ccc(CNCCS(=O)(=O)NCc2ccc(OC)cc2)cc1 | 0% | 0% | 4% | 8 | -1% | 2% | 35 | 9% | -2%
O=C1NC(Cc2ccc(O)cc2)c2nc3ccc(F)cc3c(=O)n2-c2cc3ccccc3cc21 (stereo not drawn) | ? | 16µM* | 12µM* | 5 | ? | . | -18 | 13µM* | .
O=C(COC(=O)c1cc([N+](=O)[O-])ccc1NCCO)c1ccccc1 | 21µM* | 1% | -7% | -8 | -4% | ? | ? | ? | -1%
CC(Sc1nnc(C2CC2)n1C1CC1)C(=O)c1ccc(F)cc1 (stereo not drawn) | -8% | 14% | -3%[9.24 µM] | -4 | 3% | 10% | -29 | 16% | -2%
Cc1noc(C)c1C(=O)Nc1nccs1 | 0% | 4% | 9% | 3 | -3% | -6% | 1 | -3% | 3%
O=C(CCCc1nc(-c2ccccc2)no1)NCc1cccnc1 | ? | -28% | -27% | -1 | 2% | -5% | 46 | -22% | 5%
COc1ccc(OCCNS(=O)(=O)Cc2ccccc2)cc1 | -24% | -2% | 0% | -3 | -8% | . | 6 | 11% | -1%
O=C1C=CC(=Nc2ccc3c(c2)Cc2cc(F)ccc2-3)O1 | . | 2% | -5% | -16 | -6% | ? | -12 | . | 1%
COc1cccc(-c2nc(CS(=O)(=O)CC(=O)N3CCCCC3)c(C)o2)c1 | 3% | -7% | 1% | 1 | -1% | -36%[inhibitor] | 0 | -1% | 0%
O=C(NC1CCCCC1)C(C1CC1)n1c(=O)c(-c2ccco2)nc2ccccc21 (stereo not drawn) | -14% | -1% | 2% | 0 | 1% | . | 2 | 9% | .
COC(=O)/C=C1/S/C(=N/NC(=O)c2ccccc2OC)NC1=O | ? | 20% | 14% | 0 | -16% | 10% | 18 | 17% | -4%
CN(c1ccccc1)c1nc(N)c([N+](=O)[O-])c(N2CCCCC2)n1 | ? | -3% | -13% | -10 | -9% | -14% | 0 | -25% | 0%
CC(C)Cn1c(N)c(C(=O)COC(=O)C2Cc3ccccc3CN2S(C)(=O)=O)c(=O)n(C)c1=O (stereo not drawn) | . | -4% | 0% | 7 | 14% | 1% | -9 | . | 17%
O=c1ccnc(SCn2nnc3ccccc3c2=O)[nH]1 | 12% | -4% | 6% | 3 | 6% | -5% | -8 | -8% | -16%
O=C1CC(c2ccc(Cl)cc2)Oc2ccc(Cl)cc21 (stereo not drawn) | -8% | ? | ? | -7 | -10% | ? | -87* | -6% | ?
CCOC(=O)c1cnc2ccccc2c1Nc1cc(C(=O)O)ccc1C | 1% | 8% | 21% | -5 | 10% | -6% | 16 | 14% | 3%
CCOc1ccc(NC(=O)CN(c2cc(C)cc(C)c2)S(=O)(=O)c2c(C)noc2C)cc1 | ? | 2% | 0% | 1 | -27% | -1% | 9 | -1% | 15%
COc1cccc(OC)c1C(=O)N1CCN(c2c(Cc3ccccc3)c(C)nc3ncnn23)CC1 | ? | -3% | 20% | 2 | -9% | 15% | -1 | 11% | ?
COc1ccc(-n2c(=O)c3c4c(sc3n(Cc3ccc(C(C)(C)C)cc3)c2=O)CCC4)c(OC)c1 | -22% | . | . | 3 | -3% | . | . | -5% | .
CCN1C[C@@H]2[C@@H]3C(=O)N(C)C(=O)[C@@H]3[C@](Cc3ccccc3)(C1=O)N2C(=O)c1ccc(F)cc1 | 2% | 9% | 14% | -20 | -9% | -6% | 23 | 11% | 0%
COc1ccc(Cl)cc1NC(=O)c1sc2nc(C)nc(N3CCOCC3)c2c1C | -7% | -1% | 10% | 4 | 18% | -14% | -9 | -1% | 9%
COc1ccc(OC(C)C(=O)NCc2nc(-c3ccc(Cl)cc3)no2)cc1 (stereo not drawn) | ? | . | . | -3 | -12% | . | . | 0% | .
Cc1cccc(C)c1-n1nnnc1C(CCc1ccccc1)N1CCN(C/C=C/c2ccccc2)CC1 (stereo not drawn) | ? | 18% | 18% | -17 | 3% | . | -7 | -13% | .
CN1CCN(C(=S)Nc2ccc(Cl)c(Cl)c2)CC1 | ? | -6% | -3% | -5 | -4% | ? | -26 | -14% | ?
O=C(Cn1c(=O)n(Cc2ccco2)c(=O)c2ccccc21)NCC1CCCO1 (stereo not drawn) | 0% | 16% | 11% | 3 | 0% | 1% | 31 | 7% | -4%
CN(C(=O)CN1C(=O)c2cc(Cl)c(Cl)cc2C1=O)C1CCS(=O)(=O)C1 (stereo not drawn) | 8% | -6% | 0% | -18 | -6% | -2% | 0 | -1% | -5%
COc1ccc(NC(=O)/C=C/c2cc(Br)ccc2OC)cc1 | 6% | 0% | -1% | -12 | 6% | -1% | -16 | -1% | ?
COc1ccc(C2CC(=O)c3sc(NC(C)=O)nc3C2)cc1 (stereo not drawn) | ? | 2% | 7% | 15 | -5% | ? | ? | 8% | 5%
COC(=O)C(NC(=O)C(C)Oc1ccccc1)C(C)C (stereo not drawn) | 4% | -17% | 10%[9.24 µM] | 3 | -12% | -4% | -6 | 5% | -2%
COc1ccc(OC)c(NC=C2C(=O)OC(C)(C)OC2=O)c1 | -1% | 4% | 7% | 0 | -4% | -3% | -9 | 2% | 9%

Grouped by structure, the compounds so far with a furan ring, fused or not
SMILES | KB-V1 cytotox | HT1080 IDH1KD tx | HT1080NT lethal | DRD3 agonist | GLP1R cytotox | SW480 rerep | IL1B secr inh | KB-3-1 tox | MCF10A rereplic
CCc1nc2ccc(C(=O)N3CCN(C(=O)c4ccco4)CC3)cn2c1N(C)Cc1nccn1C | 0% | 5% | 1% | 7 | 3% | . | 0 | 0% | .
O=C(NC1CCCCC1)C(C1CC1)n1c(=O)c(-c2ccco2)nc2ccccc21 (stereo not drawn) | -14% | -1% | 2% | 0 | 1% | . | 2 | 9% | .
O=C(Cn1c(=O)n(Cc2ccco2)c(=O)c2ccccc21)NCC1CCCO1 (stereo not drawn) | 0% | 16% | 11% | 3 | 0% | 1% | 31 | 7% | -4%

Next records.
SMILES | KB-V1 cytotox | HT1080 IDH1KD tx | HT1080NT lethal | DRD3 agonist | GLP1R cytotox | SW480 rerep | IL1B secr inh | KB-3-1 tox | MCF10A rereplic
COc1ccc(CCn2ccc(O)c(Cc3c(F)cccc3Cl)c2=O)cc1OC | ? | -7% | -1% | 1 | 0% | -48%[inhibitor] | 3 | 7% | -11%[9.22 µM]
O=C(Nc1ccccc1Br)N1CCN2CCCCC2C1 (stereo not drawn) | 1% | . | . | -11 | -1% | . | . | -2% | .
CCOC(=O)N1CCC(NC(=O)c2ccccc2C(=O)O)CC1 | 12% | 21% | 28% | -5 | -1% | -3% | 10 | -1% | -2%
O=C(COC(=O)/C=C/c1ccc([N+](=O)[O-])cc1)NCC1CCCCC1 | -1% | -5% | -1% | 4 | 3% | -5% | 20 | -1% | 4%
